From PubChem BioAssay
D2 ag: D2 dopamine receptor (human) agonism. activation, % at 2 µM. 340,000 tested, 0.53% active. AID 485358. HEK293 T-REx D2 cells, calcium flux agonist mode. P14416;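 active = activation over 3 SD above normal in the single-dose calcium agonist read, cut at about 30% in these data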; note: 0% is about no effect
Target sequence (P14416 whole entry, looked up): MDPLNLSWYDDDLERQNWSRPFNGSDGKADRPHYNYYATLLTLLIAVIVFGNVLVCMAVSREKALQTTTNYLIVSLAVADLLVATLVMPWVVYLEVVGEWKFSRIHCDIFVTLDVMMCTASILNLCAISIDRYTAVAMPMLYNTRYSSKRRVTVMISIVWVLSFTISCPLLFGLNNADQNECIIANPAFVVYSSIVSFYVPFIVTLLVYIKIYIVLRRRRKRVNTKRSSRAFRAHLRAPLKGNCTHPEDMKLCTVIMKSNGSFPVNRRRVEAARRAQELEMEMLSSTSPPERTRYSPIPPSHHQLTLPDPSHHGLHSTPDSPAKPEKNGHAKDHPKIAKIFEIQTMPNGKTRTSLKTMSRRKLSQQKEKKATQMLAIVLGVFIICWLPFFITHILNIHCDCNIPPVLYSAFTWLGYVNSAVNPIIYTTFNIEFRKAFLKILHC
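Calcium-flux readout, 1 cycle/sec over 180 s following compound pin transfer, in inducible HEK293 Trex D2 cells (force-coupled); dopamine controls included. Positive calcium responses during this window marked compounds as potential agonists.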
D1 potentiator: enhances dopamine response at the human D1 receptor | potentiation, % at 10 µM | 360,000 tested, 0.036% active | HEK293 TREx D1 cells, calcium flux, dopamine EC20 potentiation | P21728; in the data active = potentiation above about 30%; note: 0% is about no effect
TRHR enhancer: allosterically enhances the human TRH receptor; P34981; TRHR cells, fluo-8 calcium fluorescence, EC20 TRH enhancement; enhancement, % at 2 µM; 360,000 tested, 0.66% active; AID 493056; in the data active = enhancement above about 30%; note: 0% is about no effect
Target sequence (P34981 whole entry, looked up): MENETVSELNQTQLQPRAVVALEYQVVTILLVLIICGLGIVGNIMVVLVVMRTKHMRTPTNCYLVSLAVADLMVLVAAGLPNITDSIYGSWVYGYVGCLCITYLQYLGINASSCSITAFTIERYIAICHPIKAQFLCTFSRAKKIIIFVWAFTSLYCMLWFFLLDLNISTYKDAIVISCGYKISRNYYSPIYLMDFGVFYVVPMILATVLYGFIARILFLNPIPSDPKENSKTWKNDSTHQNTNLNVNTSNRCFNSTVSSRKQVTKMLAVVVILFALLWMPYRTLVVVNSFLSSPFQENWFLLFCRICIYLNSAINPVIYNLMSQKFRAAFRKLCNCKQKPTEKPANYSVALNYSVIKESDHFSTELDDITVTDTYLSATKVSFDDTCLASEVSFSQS
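TRHR-expressing cells loaded with fluo-8 calcium dye were read kinetically (ex 480/em 530) during compound addition, then stimulated with an EC20 of TRH (10 nM final). Enhancement of the Gq-mediated intracellular calcium response was scored.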
D1 antag: blocks dopamine activation of the human D1 receptor. 360,000 tested, 3.2% active. activity change, negative = inhibition, % at 10 µM. HEK293 TREx D1 cells, calcium flux, dopamine EC80; active compounds read low. P21728; in the data active = activity change below about -30%; note: % is set by controls: 0 for no effect and ±100 for the full control effect
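Allosteric or orthosteric antagonism assessed as attenuation of the calcium response to EC80 dopamine, added 180 s after compound, in induced HEK293 Trex D1 cells loaded with no-wash calcium dye.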
TRHR ag: agonists of human TRH receptor. P34981. TRHR cells, calcium flux fluo-8, FDSS agonist mode. activation, % at 2 µM. 360,000 tested, 0.18% active. AID 493084; note: 0% is about no effect
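Agonist-mode FDSS calcium read (Ex 480/Em 530, 1 s cycles) in 1536-well TRHR cells with fluo-8 dye, after 10-cycle baseline and 23 nL compound addition; TRH at EC20 (10 nM final) added afterwards for the enhancer phase.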
RXFP1 antagonist: RXFP1 (human) relaxin receptor antagonism | HEK293-RXFP1, relaxin-stimulated cAMP HTRF, 30 min; active compounds read low | activity change, negative = inhibition, % at 57.5 µM | 350,000 tested, 0.59% active | AID 1259400;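 active = activity change of -60% or lower, but not beyond a set lower limit; inconclusive = change between -60% and -40%, or beyond the set limit; inactive = change above -40%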; note: % is set by controls: 0 for no effect and ±100 for the full control effect
D1 agonist: agonists of human D1 dopamine receptor; P21728; HEK293 T-REx D1 cells, calcium flux, agonist mode; activation, % at 2 µM; 360,000 tested, 1% active; note: 0% is about no effect
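Tetracycline-induced HEK293 TREx D1 cells, force-coupled to calcium signalling, were dye-loaded with a no-wash calcium kit. Compound was pin-added after a 10 s baseline. Fluorescence was read kinetically at 1 cycle/s for 180 s, with calcium rises flagged as agonism.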
D2 antagonist: antagonizes the human D2 dopamine receptor; inhibition, % at 10 µM; HEK293 TREx D2 cells, calcium flux, dopamine EC80; 340,000 tested, 2% active; P14416; in the data active = inhibition above about 30%; note: 0% is about no effect
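Cells plated overnight at 30 C with tetracycline; no-wash calcium dye, 30–90 min RT; 10 s baseline; compound pinned; 180 s read; EC80 dopamine added; another 180 s read.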
D2 potentiator: positively modulates the human D2 dopamine receptor allosterically. potentiation, % at 10 µM. P14416. HEK293 T-REx D2, calcium flux, EC20 dopamine potentiation. 340,000 tested, 0.34% active;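 active = potentiation over 3 SD above the plate norm, cut at about 30% in these data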; note: 0% is about no effect
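Primary screen. Calcium kinetics in induced HEK293 T-REx D2 cells: compound pre-addition 180 s, EC20 dopamine, 180 s more.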
An asterisk follows results filed as active; ? = inconclusive; nt = no result given. Cut-off read from the data, not from the text of the source, unless noted: active = activation above about 30%; inactive = the rest. Hits appear at their usual frequency; overall some 7.1% were active at least once.

SMILES | D2 ag | D1 potentiator | TRHR enhancer | D1 antag | TRHR ag | RXFP1 antagonist | D1 agonist | D2 antagonist | D2 potentiator
CC1(c2ccccc2Cl)NC(=O)N(CC(=O)Nc2ccc3c(c2)OCO3)C1=O (configuration not stated) | 0.5 | 0 | 1 | 4 | 0.7 | 10 | 1 | -9 | 5
S=c1[nH]nc(-c2ccccc2)n1/N=C/C=C/c1ccco1 | -1.5 | -3 | 1 | -7 | -0.8 | -9 | -1 | 16 | -14
CSCc1c(C(=O)N2CCCc3ccccc32)oc2ccccc12 | -0.2 | nt | 3 | 21 | 0.2 | -33 | 8 | 29 | -6
CCOc1ccc(OCC)c(S(=O)(=O)n2cnc(C)c2)c1 | nt | -1 | 32* | 3 | -0.4 | -1 | 0 | nt | nt
Cc1ccc(C(=O)N/C(=C/C=C\c2ccccc2)C(=O)NCc2ccco2)cc1 | 0.7 | 0 | 9 | -8 | -1.9 | -13 | 7 | -4 | -3
CCC(c1nnnn1Cc1ccc2c(c1)OCO2)N1CCN(CC)CC1 (configuration not stated) | 0.2 | -7 | 4 | -8 | 0.2 | -1 | 2 | 12 | -5
COCC1CCCC1OS(N)(=O)=O (configuration not stated) | 0.4 | 2 | 1 | 1 | 0.3 | nt | -1 | -7 | 8
O=[N+]([O-])c1ccc(Oc2cnc3ccccc3n2)cc1 | 0.5 | -6 | 0 | -18 | 0.2 | -9 | 3 | 0 | -3
COc1ccc(-n2c(SC)nnc2-c2c[nH]c3ccccc23)cc1 | 0.1 | nt | 13 | 1 | 0.0 | -8 | 0 | 21 | 25
Cn1c(SCc2nc(-c3ccc(Cl)cc3)no2)nnc1-c1ccccc1 | 0.4 | -2 | -3 | -13 | 0.1 | -2 | 0 | 16 | -4
CCOC(=O)N1CCN(Cc2nc3cc(NC(=O)c4ccc(OC)cc4)ccc3n2C(C)C)CC1 | -1.9 | -3 | -21 | -39* | -0.4 | -6 | 1 | nt | -19
COc1ccc(-c2nc(CS(=O)CC(=O)NC3CCCCC3C)c(C)o2)cc1 (configuration not stated) | 0.6 | -5 | 0 | 21 | 0.1 | -24 | -1 | -4 | -8
CCC(NC(=O)Cn1cnc2c(=O)n(C)c(=O)n(C)c21)c1ccccc1 (configuration not stated) | 0.4 | -5 | -1 | 1 | 0.2 | -4 | -1 | 2 | 6
CC1(C)CC(=O)C2=C(C1)Oc1ncn(Cc3ccco3)c(=N)c1C2c1ccccc1 (configuration not stated) | 0.6 | -1 | -4 | 3 | -1.0 | 8 | 2 | 2 | 0
Cc1ccc(CS(=O)(=O)Cc2ccc(C(=O)NCCc3ccc(Cl)cc3)o2)cc1 | 0.2 | 0 | -8 | -6 | -0.1 | -19 | 5 | nt | -4
O=C(NCc1ccncc1)Nc1ccc(F)cc1 | nt | 5 | -9 | -11 | 0.6 | nt | 0 | nt | nt
Cc1ccc([C@@H]2[C@@H]3C(=O)N(c4ccccc4)C(=O)[C@@H]3[C@]3(C)C(=O)N(CC4CC4)CC(=O)N23)o1 | 2.1 | 1 | 2 | -11 | 0.0 | nt | 1 | -19 | -5
COc1ccc(C2C(C(=O)Nc3ccccc3OC)=C(C)Nc3ncnn32)cc1 (configuration not stated) | -0.2 | nt | 7 | -5 | 0.1 | nt | 1 | -1 | 0
Cc1cc(C(=O)Nc2sc(C)c(C)c2C#N)no1 | -0.3 | -4 | 0 | -4 | -0.2 | -27 | 2 | 1 | 6
CCc1ccc(OC)c(S(=O)(=O)Nc2ccc(Cc3ccncc3)cc2)c1 | nt | 2 | -2 | -7 | -0.3 | 4 | 13 | 1 | 4
CCN(CC(=O)c1c(N)n(C)c(=O)n(C)c1=O)c1cccc2ccccc12 | -1.0 | -6 | -2 | -3 | -1.1 | 7 | 1 | -1 | 7
CCCC(O)(CCC)C(=O)NN(C(=O)OC)c1ccccc1 | 0.7 | -3 | -4 | -1 | 0.1 | 3 | 0 | 2 | -4
O=C(CN1CCN(c2ccccc2O)CC1)NC(=O)NCc1ccccc1 | 0.3 | 6 | 7 | 12 | -0.4 | 5 | 0 | -6 | 1
Oc1c(C(c2ccc(Cl)cc2Cl)N2CCOCC2)sc2nc(-c3ccco3)nn12 (configuration not stated) | 1.3 | 2 | -1 | nt | 1.3 | 0 | 26 | nt | -2
COc1ccccc1N1CCN(C2CCCN(C(=O)CN3CCCC3=O)C2)CC1 (configuration not stated) | 0.4 | -4 | 7 | -32* | 0.4 | -2 | -1 | -4 | 2
CC(C)c1nn2c(=O)cc(COC(=O)CNC(=O)c3ccccc3)nc2s1 | 0.4 | -6 | -2 | -12 | -0.4 | nt | -2 | nt | 6
Cc1ccc(-c2c(CN3CCN(c4cc(Cl)ccc4C)CC3)csc2C)cc1 | 0.5 | -1 | -3 | 2 | 0.1 | 5 | 1 | nt | 4
COc1cccc2c1OCC/C2=N\NC(=O)COc1ccc(C)cc1 | 1.7 | -3 | 1 | -8 | 0.2 | -8 | 9 | 17 | -16
O=C(COC(=O)COc1ccc(Cl)cc1)NC1CCCCCC1 | 0.4 | -4 | -4 | -19 | -0.1 | -8 | 1 | 14 | -4
Cc1csc(SCC(=O)Nc2nc(-c3ccccc3)cs2)n1 | 0.9 | -6 | -3 | -7 | -0.5 | 1 | 1 | -20 | -4
Cc1ccc(NC(=O)c2ccc3[nH]c(C)cc(=O)c3c2)cc1 | 1.4 | -1 | 2 | 0 | 0.5 | 3 | 3 | nt | -2
NS(=O)(=O)c1ccc(N/C=C\C(=O)c2ccncc2)cc1 | 0.1 | -1 | 4 | -6 | 1.1 | -6 | 8 | -5 | 5
CCOc1ccc(OCC)c(NC(=O)c2csc3c2CCCC3)c1 | -0.5 | -1 | -5 | -5 | -0.6 | ? | 1 | nt | 10
CCc1ccc2oc(C(=O)N3CCN(c4ccccc4OC)CC3)cc(=O)c2c1 | -0.3 | -4 | -4 | 8 | -1.3 | -14 | 0 | 5 | -4
CCOC(=O)c1cccc(NC(=O)C2CCN(S(=O)(=O)c3cccs3)CC2)c1 | -0.2 | -3 | -2 | -5 | 0.4 | 8 | 4 | 11 | -1
Cc1ccc(C(=O)Nn2cnc3scc(-c4cccs4)c3c2=O)c(O)c1 | -1.2 | 3 | -5 | -5 | 0.6 | -27 | 0 | 12 | 4
COc1cccc(-n2c(=O)c3sccc3n(CC(=O)NC3CCCC3)c2=O)c1 | -0.8 | 2 | 3 | -15 | 0.3 | 8 | 1 | -14 | 17
CCN(CC)c1ccc(C(=O)OCC(=O)Nc2cccc(S(=O)(=O)NC3=NCCCCC3)c2)cc1 | -0.4 | -3 | 8 | 2 | 1.1 | -12 | 5 | 1 | 16
Cc1cccc(C(=O)N2CCc3cc(-c4nc(NC(=O)Cn5nnc6ccccc6c5=O)sc4C)ccc32)c1 | 1.6 | 10 | -4 | 0 | 0.9 | nt | 3 | 13 | 12
CCn1cc(C(=O)N[C@@H](CCSC)C(=O)NCCCN2CCOCC2)c(=O)c2cc3c(cc21)OCO3 | nt | -6 | -8 | 6 | 0.2 | -27 | 2 | nt | nt
Oc1ccccc1CN1CCC(C(O)(c2ccccc2)c2ccccc2)CC1 | 0.2 | -13 | -2 | 5 | 2.2 | -9 | 7 | 8 | -21
CCn1c(SCC(=O)O)nnc1-c1cccnc1 | 0.4 | -3 | 5 | 23 | -0.6 | -6 | 2 | -12 | -8
O=C(O)c1cc(S(=O)(=O)NCC2CCCO2)ccc1Cl (configuration not stated) | 0.2 | -3 | 0 | -7 | 0.1 | -5 | 1 | -10 | 3
CC1(C)NC(=O)N(CC(=O)OCc2cc(=O)n3cc(Br)ccc3n2)C1=O | -1.3 | 4 | 2 | 9 | 1.8 | -10 | 2 | -1 | 3
CCOC(=O)N1CCN(C(=O)c2ccc(N(Cc3ccccc3)S(C)(=O)=O)cc2)CC1 | 0.3 | -4 | 4 | -14 | -0.5 | 32 | 1 | 16 | 6
COCCNC(=O)c1cc2cc(Br)cc(Br)c2oc1=O | nt | -4 | 2 | 11 | 0.2 | 0 | 1 | -11 | 0
CCOc1ccc(C(C(=O)NCC2CCCO2)N(Cc2cccs2)C(=O)c2snc(C(N)=O)c2N)cc1 (configuration not stated) | -0.1 | -5 | -12 | -4 | 0.1 | -9 | 2 | 6 | -1
Cc1cc(NC(=O)C(C)SCC(=O)OC(C)C(=O)Nc2cccc(C#N)c2)no1 (configuration not stated) | -0.3 | 2 | 0 | -27 | -0.1 | -3 | 3 | 6 | -4
Cc1ccccc1NC(=O)C1CC(=O)N(Cc2ccccc2)C1 (configuration not stated) | 0.4 | -1 | 6 | -9 | 0.7 | 5 | 2 | -8 | -1
C#CCOCCOCCOCCNc1nc(N2CCN(C(=O)CCCCCCCCCCNC(=O)[C@H](CO)n3cc(CCCSC)nn3)CC2)nc(N2CCN(C(=O)CCCCCCCCCCNC(=O)[C@H](CCCN=C(N)N)n3cc(C[C@@H](C)CC)nn3)CC2)n1 | -0.2 | 0 | 5 | 9 | -0.3 | nt | 1 | 3 | -14
Cc1cc2ccccc2c(=O)n1CC(=O)NC1CCCCCC1 | -0.5 | -4 | -3 | 3 | -0.4 | 0 | -1 | 6 | 11
COC(=O)c1cn(NC(=O)C2CCCCC2)c(=O)c2ccccc12 | -0.2 | 1 | 5 | -6 | -0.3 | 5 | 5 | -1 | -3
O=C(CCNC(=O)c1ccccc1Cl)Nc1cc(C(F)(F)F)ccc1Cl | -0.8 | -2 | -1 | 8 | -0.8 | 2 | 6 | -5 | -8
Cc1cc(C)cc(OCCCC(=O)O)c1 | 0.0 | -3 | -3 | 10 | 0.5 | -4 | 2 | 1 | -12
Cc1cc(O)c(/C=N/Nc2ccccc2Cl)c(=O)o1 | -0.8 | -3 | 2 | -20 | 1.1 | -1 | 0 | -1 | 6

A second format for some results above:
> Cc1ccccc1NC(=O)C1CC(=O)N(Cc2ccccc2)C1 (configuration not stated)
  D2 ag = 0.4; D1 potentiator = -1; TRHR enhancer = 6; D1 antag = -9; TRHR ag = 0.7; RXFP1 antagonist = 5; D1 agonist = 2; D2 antagonist = -8; D2 potentiator = -1
> O=C(CCNC(=O)c1ccccc1Cl)Nc1cc(C(F)(F)F)ccc1Cl
  D2 ag = -0.8; D1 potentiator = -2; TRHR enhancer = -1; D1 antag = 8; TRHR ag = -0.8; RXFP1 antagonist = 2; D1 agonist = 6; D2 antagonist = -5; D2 potentiator = -8
> CCOc1ccc(C(C(=O)NCC2CCCO2)N(Cc2cccs2)C(=O)c2snc(C(N)=O)c2N)cc1 (configuration not stated)
  D2 ag = -0.1; D1 potentiator = -5; TRHR enhancer = -12; D1 antag = -4; TRHR ag = 0.1; RXFP1 antagonist = -9; D1 agonist = 2; D2 antagonist = 6; D2 potentiator = -1
> COCCNC(=O)c1cc2cc(Br)cc(Br)c2oc1=O
  D2 ag = nt; D1 potentiator = -4; TRHR enhancer = 2; D1 antag = 11; TRHR ag = 0.2; RXFP1 antagonist = 0; D1 agonist = 1; D2 antagonist = -11; D2 potentiator = 0
